Compound activity deposited in PubChem by several laboratories.
PPC-1+TRAIL kill: compounds killing PPC-1 cancer cells with TRAIL present, primary screen, TRAIL potentiator project, ATPLite luminescence, uHTS; PPC-1 cells + TRAIL, ATPLite viability luminescence; cell killing (% activity), % at 4 µM; 220,000 compounds, 0.41% hits; AID 1443, 2008;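 active means cell killing above 50% in the first pass at 4 µM, then a duplicate retest at 5 µM averaging 50% or more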;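 further: plate controls were cells with TRAIL plus DMSO for no effect and medium-only wells lacking cells for full effect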
zfTRPN1 agonist: zebrafish TRPN1 channel agonists, primary screen, cell-based, HEK293, calcium fluorescence; transient receptor potential cation channel N1 (TRPN1/NompC), Danio rerio; HEK293 zebrafish TRPN1-YFP, Fluo-8 calcium fluorescence; 100% = response to 87 µM carbachol; activation, % at 3 µM; 220,000 compounds, 0.18% hits; AID 1424, 2008;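 active means activation above its plate's cutoff, the mean activation of test wells on that plate plus 3 SD, cut at about 19% in these data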;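 further: 0% = DMSO alone and 100% = 87 µM carbachol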
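Material – zebrafish TRPN1-YFP in HEK293 cells · Doses – 3 µM single point · Schedule – dye 1 h 37 °C plus 30 min RT · Signal – Fluo-8 calcium fluorescence, excitation 470-495 nm, emission 515-575 nm · Read-out – % activation versus carbachol response · Control set – carbachol high, DMSO low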
m-calpain inh: inhibitors of pig calpain II, primary screen, biochemical, fluorogenic peptide substrate, 1536-well; purified calpain II, 30 min; inhibition, % at 16 µM; 220,000 compounds, 0.37% hits;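 active means inhibition above about 50%, limit read from the data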
EBV gp42 inh: Epstein-Barr virus gp42 inhibitors, primary screen, biochemical, uHTS, fluorescence polarization; Fluorescence polarization binding assay, mP read-out; inhibition, % (tested at 21.74 µM); 220,000 compounds, 0.42% hits; in the data active means inhibition above about 50%
Target sequence (Q1HVG2 whole entry, looked up): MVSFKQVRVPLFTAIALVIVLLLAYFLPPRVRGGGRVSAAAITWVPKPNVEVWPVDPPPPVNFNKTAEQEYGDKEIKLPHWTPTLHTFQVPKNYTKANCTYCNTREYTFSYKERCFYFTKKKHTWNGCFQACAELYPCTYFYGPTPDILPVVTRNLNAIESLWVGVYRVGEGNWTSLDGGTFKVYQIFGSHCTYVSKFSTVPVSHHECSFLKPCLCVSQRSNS
Furin inhibitor: human furin inhibitors, primary screen, biochemical, fluorescence intensity; P09958; purified furin, fluorogenic substrate cleavage; inhibition, % at 30 µM; 220,000 compounds, 0.061% hits; in the data active means inhibition above about 25%; further: inactives centre near -15
KCC2 mod: KCC2 cotransporter modulators, thallium flux, primary screen, cell-based, HEK293 KCC2, FluoZin-2 fluorescence, MLSMR; B-score of Tl+ flux slope (higher = more flux/activation; lower = inhibition) at 10 µM; KCC2 cells, thallium flux FluoZin-2 fluorescence; AID 1456, 2008; 190,000 compounds, 2.2% hits;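 active means thallium flux slope and its plate-corrected score both differing from the plate sample mean at a set confidence after two filtering rounds, in either direction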;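 further: slope of fluorescence scaled to starting intensity during 10 to 20 s after thallium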
TRPML3 ag: human TRPML3 channel agonists, primary screen, cell-based, HEK293 TRPML3-YFP, Fluo-8 calcium fluorescence, 3 µM; 100% = the carbachol control signal; activation, % at 3 µM; 220,000 compounds, 0.29% hits;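 active means activation above its plate's cutoff, the mean activation of the plate's test wells plus 3 SD, cut at about 12% in these data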;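 further: 0% = DMSO only wells and 100% = carbachol wells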
Target sequence (Q8TDD5 whole entry, looked up): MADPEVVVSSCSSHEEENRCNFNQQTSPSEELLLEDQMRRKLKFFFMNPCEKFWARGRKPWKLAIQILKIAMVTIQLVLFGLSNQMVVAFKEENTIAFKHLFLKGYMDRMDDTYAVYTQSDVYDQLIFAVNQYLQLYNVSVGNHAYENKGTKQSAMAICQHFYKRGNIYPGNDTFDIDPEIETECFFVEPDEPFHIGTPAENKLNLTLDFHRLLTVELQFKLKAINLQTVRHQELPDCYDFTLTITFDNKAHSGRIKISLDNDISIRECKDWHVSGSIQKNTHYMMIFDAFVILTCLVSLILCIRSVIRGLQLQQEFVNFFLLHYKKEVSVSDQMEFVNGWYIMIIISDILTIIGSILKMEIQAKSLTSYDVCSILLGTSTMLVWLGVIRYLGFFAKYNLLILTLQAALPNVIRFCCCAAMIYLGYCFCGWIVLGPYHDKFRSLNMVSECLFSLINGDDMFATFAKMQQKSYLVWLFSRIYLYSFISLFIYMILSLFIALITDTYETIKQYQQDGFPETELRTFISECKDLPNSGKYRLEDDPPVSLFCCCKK
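system = HEK293 cells stably carrying human TRPML3-YFP | doses = one concentration, 3 µM nominal, 0.3% DMSO | timing = dye loading 1 h 37 °C then 30 min ambient, 125 s read | detection = Fluo-8 calcium dye fluorescence, ex 470-495, em 515-575 nm | benchmarks = high control carbachol 87 µM, low control DMSO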
TbHK1 inh: Trypanosoma brucei hexokinase 1 inhibitors, primary screen, biochemical, G6PDH-coupled NADH absorbance, MLSCN library; hexokinase 1 [Trypanosoma brucei]; recombinant TbHK1, G6PDH-coupled NADH A340; 220,000 compounds, 0.11% hits; inhibition, % at 10 µM;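 active means inhibition of 50% or more in the single-dose primary screen; inactive means inhibition below 50%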
Thrombin inh: human alpha-thrombin inhibitors, primary screen, counter-screen for coagulation protease inhibitor project, biochemical, 1536-well, fluorogenic AMC substrate. AID 1046, 2008. 220,000 compounds, 0.26% hits. Prothrombin (Homo sapiens), P00734. inhibition, % at 5 µM. Boc-VPR-AMC fluorogenic substrate cleavage;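 active means inhibition at or above 40%; inactive means inhibition below 40%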;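 further: 0% = enzyme with no compound and 100% = wells without enzyme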
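Material: Human alpha-thrombin protein | Buffer or medium: pH 7.5 Tris-saline with Tween 20 | Reagent: Boc-VPR-AMC substrate, 15 µM final | Schedule: Reaction at ambient temperature | Detection: AMC fluorescence at 355 nm excitation and 460 nm emission | Evaluation: Percent inhibition scaled between no-compound controls and no-enzyme blanks | Controls: no-compound enzyme wells and no-enzyme blanks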
Active calls of the source: *; i = inactive; . = not tested or not shown; [ ] = dose if it differs, or a comment. Outcome played no part in choosing rows. About 3.6% of those tested had a hit in this group.

SMILES	PPC-1+TRAIL kill	zfTRPN1 agonist	m-calpain inh	EBV gp42 inh	Furin inhibitor	KCC2 mod	TRPML3 ag	TbHK1 inh	Thrombin inh
Cc1ccc2[nH]c(=O)c(CN(CC3CCCO3)S(=O)(=O)c3c(C)ccc4nsnc34)cc2c1 (stereo not drawn)	-7.6	0.7	16.1	0.8	-4.0	-0.33	0.1	-18.5	-3.5
COc1cc(C(=O)NCc2cc(C)nc3ccccc23)cc(OC)c1OC	5.4	1.9	-1.2	-3.1	-28.6	-0.00779	0.4	23.6	-0.7
Cc1ccc(NC(=O)C(=O)Nc2ccc(C)cn2)nc1	-3.4	-0.4	-7.1	-11.0	-7.8	0.0567	0.8	2.0	-2.1
CC(=O)c1cccc(Nc2ccc(-c3ccccc3F)nn2)c1	35.2	-0.7	35.8	0.4	-22.3	-1.57	-0.1	-0.8	.
NC(N)=NCCCc1cn(CC(=O)N2CCNCC2)nn1	24.5	0.2	8.6	-19.1	-18.6	-0.144	0.2	-6.3	2.6
CC(C)c1ccc(NC(=O)C(c2ccccc2)N(C)C(=O)c2cnccn2)cc1 (stereo not drawn)	3.0	2.1	-8.5	12.0	-13.7	-0.948	1.4	-2.7	-14.0
N#Cc1ccc[n+](CC(=O)c2ccc(NC(=O)c3ccccc3)cc2)c1	0.1	0.3	-16.1	-2.8	-24.2	0.0439	0.7	-10.5	-4.7
CCOCCCNCC(=O)Nc1ccc(S(=O)(=O)NC(C)CC)cc1 (stereo not drawn)	-17.4	1.2	30.5	-3.9	-16.1	-1.54	0.7	5.6	-2.6
Cc1ccc(CNC(=O)CCS(=O)(=O)c2cccc3nsnc23)cc1	7.3	1.3	-7.3	-12.4	-7.8	0.467	0.4	-4.3	3.7
Cc1cc(NC(=O)Cc2csc(-c3ccccc3)n2)ccc1Br	8.5	-2.0	16.6	-20.1	-15.2	0.0937	0.1	-2.9	0.6
COC(=O)Cc1csc(NC(=O)CSc2nnc3ccccn23)n1	24.0	1.5	3.9	-16.2	-22.4	0.346	0.9	-3.5	-7.1
Cc1cc(C(F)(F)F)cc(NNC(=O)NC(=O)c2ccccc2Cl)n1	-12.7	1.5	-8.2	-7.6	-30.4	0.202	0.3	0.6	3.8
O=C(COC(=O)c1cc(=O)[nH]c2ccccc12)NCc1cccs1	8.4	0.0	-44.4	-2.7	-26.8	-0.314	0.4	-12.8	-0.3
NS(=O)(=O)c1ccc(CNC(=O)c2csc3c2CCCC3)cc1	-3.8	-1.6	-13.8	1.3	-16.2	0.259	0.1	4.3	-5.9
C(=N\N1CCN(c2ccccn2)CC1)/c1ccco1	21.5	1.2	-1.2	14.1	-10.3	-0.153	0.9	-1.3	1.0
CCN(CC)C(C(=O)NC1CCCCC1)c1ccc(C)cc1 (stereo not drawn)	21.6	-0.3	-2.5	-3.9	-24.2	-1.37	0.5	-4.7	-7.9
COC(=O)c1ccc(-n2c(C)cc(/C=N/Nc3nc(C)cc(=O)[nH]3)c2C)cc1	4.2	0.3	-18.3	-8.3	-5.5	i	-0.7	-27.4	3.0
O=C(CNc1ccccc1F)N/N=C/C1CC=CCC1 (stereo not drawn)	-0.1	0.2	-50.3	-7.5	-29.8	0.898	0.7	-1.3	-8.4
O=C(O)c1ccccc1COc1ccccc1Cl	14.2	1.2	-19.4	-23.1	-21.7[20 µM]	-0.589	-0.5	9.1	4.6
C[C@H](NC(=O)c1ccco1)C(=O)NCCc1ccc(S(N)(=O)=O)cc1	8.5	0.4	-2.6	-12.2	-19.5	1.28	1.2	-7.3	4.6
O=C1c2ccccc2C(=O)N1CC1c2ccccc2CCN1C(=O)N1CCOCC1 (stereo not drawn)	16.2	0.4	-21.0	0.5	-23.1	.	0.7	7.9	-1.8
CCNC(=O)NC(=O)c1csc([N+](=O)[O-])c1	-3.3	1.6	23.6	-9.2	-26.5	-0.755	1.0	0.3	-5.3
COc1ccccc1NC(=O)CCN1C(=O)C2CC=C(Cl)CC2C1=O (stereo not drawn)	10.2	2.0	-50.5	-13.5	-22.4	0.677	0.5	6.8	0.9
COc1cc(/C=N/NC(=O)Cn2cnc3c2c(=O)n(C)c(=O)n3C)ccc1O	9.6	-0.3	13.7	-15.2	-26.1	-0.727	0.8	-71.0	-2.1
Cn1c(N)c(C(=O)c2ccc(C#N)cc2)c(=O)n(C)c1=O	1.7	0.2	-7.7	0.5	-20.3	0.0368	0.7	-14.8	-7.8
CN(C)c1ccc(/C=N/NC(=O)C(O)(c2ccccc2)c2ccccc2)o1	0.3	1.5	-58.9	5.4	3.4[20 µM]	.	0.3	-12.3	0.0
COc1ccc(C(C)(C)C)cc1NC(=O)c1ccoc1C	10.5	-2.1	6.0	-3.0	17.9[20 µM]	.	-0.4	-1.2	-6.6
C=CCn1c(SCCC)nc(O)cc1=O	9.2	1.3	19.1	-34.8	-26.0[20 µM]	0.223	27.7*	-0.2	0.2
Cc1cc(NC(=O)c2ccccc2)n(C(C)(C)C)n1	-4.6	0.0	3.0	-5.2	-9.9	0.28	0.5	8.9	-2.4
Cc1ccc(S(=O)(=O)NCCC(=O)N2CCCCC2)cc1	10.8	1.2	.	.	-24.5	.	0.3	2.6	.

Two records picked at random from those above:
SMILES	PPC-1+TRAIL kill	zfTRPN1 agonist	m-calpain inh	EBV gp42 inh	Furin inhibitor	KCC2 mod	TRPML3 ag	TbHK1 inh	Thrombin inh
COc1ccc(C(C)(C)C)cc1NC(=O)c1ccoc1C	10.5	-2.1	6.0	-3.0	17.9[20 µM]	.	-0.4	-1.2	-6.6
CCN(CC)C(C(=O)NC1CCCCC1)c1ccc(C)cc1 (stereo not drawn)	21.6	-0.3	-2.5	-3.9	-24.2	-1.37	0.5	-4.7	-7.9

(continued)
SMILES	PPC-1+TRAIL kill	zfTRPN1 agonist	m-calpain inh	EBV gp42 inh	Furin inhibitor	KCC2 mod	TRPML3 ag	TbHK1 inh	Thrombin inh
CN1CCN(c2nc(N3CCN(CCO)CC3)nc3ccccc23)CC1	-2.8	-0.3	-88.6	-3.7	-12.3	0.612	0.9	-1.7	-6.5
CCN(CC)C(=O)Cn1cnc2sc(C(=O)N3CCN(c4ccc(F)cc4)CC3)c(C)c2c1=O	.	1.9	10.8	2.4	9.2	0.148	1.0	5.8	4.2
CC(=O)N1[C@H](C)C=C[C@]1(Cc1ccccc1)C(=O)O	14.3	0.6	-12.7	-5.5	-15.5	-0.000985	1.0	4.4	-1.0
COc1ccc(Nc2ncnc3sc(-c4ccccc4)cc23)cc1OC	14.9	-0.8	-236.9	0.5	-13.4	-0.193	0.0	-2.6	-5.0
COc1ccc(NC(=O)/C(Cl)=C(/Cl)S(=O)(=O)Cc2ccccc2)cn1	27.3	0.1	14.9	9.2	-23.8[20 µM]	.	1.3	-0.1	10.6
COc1ccc(CCN(Cc2ccccn2)C(=S)Nc2ccccc2Cl)cc1OC	-21.1	-1.0	-35.8	4.8	-15.6	-0.403	-0.1	-7.9	-13.5
Cc1ccc(Nc2c(-c3ccccn3)nc3cc(C)ccn23)cc1	10.8	-4.6	-8.4	-21.0	-31.5	-0.473	-0.1	-0.6	-10.5
CN1c2ccccc2N(C)C1(C)c1ccccc1	-0.9	2.0	7.0	2.7	-17.6	-0.159	1.3	-3.4	-5.8
O=C(Nc1cccnc1)c1ccc2c(c1)C(=O)N(Cc1cccnc1)C2=O	37.9	0.4	1.2	-19.1	-21.4[20 µM]	1.03	1.1	4.6	-12.4
COc1cccc(NC(=O)CN(C)C(C)C(=O)Nc2ccc(C#N)cc2)c1 (stereo not drawn)	3.9	1.4	-9.3	-6.3	-10.5	0.0221	1.3	-4.9	-10.9
COc1ccc([N+](=O)[O-])cc1NC(=S)NC(NC(C)=O)C(Cl)(Cl)Cl (stereo not drawn)	19.4	-1.5	-11.9	-3.6	-21.2	-0.0616	0.4	-14.2	0.7
COc1cc(/C=C2\SC(=Nc3ccc(O)cc3)NC2=O)cc(OC)c1OC	-4.0	0.4	-23.4	-20.3	-7.5	0.277	0.1	-53.4	-3.9
Cn1nc(C(=O)NCCOc2ccccc2)c2ccccc2c1=O	5.6	1.2	-5.6	5.2	-18.4	-0.0165	1.2	-5.2	5.4
COc1ccc(NS(=O)(=O)c2ccc(NC(=O)c3ccccc3Br)cc2)nn1	9.0	0.5	-11.4	-3.5	-11.6	0.529	0.8	-11.3	-8.6
COC(=O)C1=C(C(=O)c2ccc(C)cc2)C(c2ccc(OC)c(OC)c2)n2nnnc2N1 (stereo not drawn)	5.7	0.6	4.2	-11.6	-15.2[20 µM]	1.03	1.3	-8.9	-7.1
OCCCNC(=S)Nc1ccc2nc(-c3ccccn3)c(-c3ccccn3)nc2c1	11.4	1.4	-159.6	6.8	-4.2[20 µM]	.	0.8	-20.3	1.0
Cn1c2ccccc2c2cnn(CC(=O)N3CCCCC3)c(=O)c21	-1.0	4.6	-23.1	-15.8	-32.0	-0.881	0.7	-13.3	6.2
C=CCn1c(-c2ccoc2)n[nH]c1=S	7.2	0.0	-27.8	-21.2	-12.5	.	0.9	-9.9	2.6
O=[N+]([O-])c1cccc(-c2n[nH]c(=S)n2Cc2ccccc2)c1	17.9	0.7	-4.1	-9.5	-28.5	-0.531	0.2	-3.1	-1.4
NNC(=O)CCN(Cc1ccco1)S(=O)(=O)c1ccc(Cl)cc1	10.5	-1.6	-14.7	-17.3	-19.9	0.728	0.3	-5.7	-1.8
Cc1nccn1CCc1n[nH]c(=S)n1Cc1ccccc1	-1.0	0.7	-3.2	-8.0	-23.1	.	1.2	-4.4	4.1
O=S(=O)(c1cnc(Cl)c(Cl)c1)N1CCc2ccccc21	79.9*	-1.7	15.8	-2.5	-3.6	-0.403	15.7*	-8.2	-4.1
CCOC(=O)C1(Cc2cccc(OC)c2)CCN(Cc2ccc(OC)c(O)c2)CC1	5.5	4.5	-29.3	-5.1	-17.2	-0.993	0.5	11.9	-4.7

Part of the list above, showing only EBV gp42 inh, zfTRPN1 agonist and m-calpain inh.
Compound	EBV gp42 inh	zfTRPN1 agonist	m-calpain inh
C(=N\N1CCN(c2ccccn2)CC1)/c1ccco1	14.1	1.2	-1.2
CCN(CC)C(C(=O)NC1CCCCC1)c1ccc(C)cc1 (stereo not drawn)	-3.9	-0.3	-2.5
COC(=O)c1ccc(-n2c(C)cc(/C=N/Nc3nc(C)cc(=O)[nH]3)c2C)cc1	-8.3	0.3	-18.3
